# Assay outcomes (PubChem)
# TDP2 absorb: blocks human TDP2 phosphodiesterase activity; recombinant TDP2, T5PNP hydrolysis, p-nitrophenol absorbance 415 nm; 370,000 tested, 0.34% active; inhibition, % at 12.8 µM;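 active = inhibition above the mean of all tested compounds plus 3 SD, set per campaign, cut at about 25% in these data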;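 also: 0% = DMSO with enzyme and 100% = buffer with substrate but no TDP2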
#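 System – recombinant human TDP2 · Amount – 120 nM TDP2 per well · Buffer or medium – Mg2+-containing Tris-HCl buffer, pH 7.5 · Reagent – T5PNP substrate, 5 mM · Dosing – 12.8 µM single point, 1% DMSO · Incubation – 2 h at 37 °C · Measured by – epi absorbance · Read-out basis – percent inhibition · Benchmarks – high control without enzyme, low control DMSO plus TDP2 · Repeats – singlicate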
# Tn7 DDE FP: DD(E)-Tn7 binding inhibition, primary FP screen. FP displacement of FITC-Tn7 peptide from fibrin DD(E); 0% = median of compound wells per plate. 370,000 tested, 0.13% active. inhibition, % at 8.3 µM. P02675;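 active = inhibition above the mean of compounds falling within the control limits plus 3 SD of them, cut at about 14% in these data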;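 also: 0% = plate median of compound wells and 100% = 10 µM Aha-Tn7 peptide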
# Target sequence (P02675 whole entry, looked up): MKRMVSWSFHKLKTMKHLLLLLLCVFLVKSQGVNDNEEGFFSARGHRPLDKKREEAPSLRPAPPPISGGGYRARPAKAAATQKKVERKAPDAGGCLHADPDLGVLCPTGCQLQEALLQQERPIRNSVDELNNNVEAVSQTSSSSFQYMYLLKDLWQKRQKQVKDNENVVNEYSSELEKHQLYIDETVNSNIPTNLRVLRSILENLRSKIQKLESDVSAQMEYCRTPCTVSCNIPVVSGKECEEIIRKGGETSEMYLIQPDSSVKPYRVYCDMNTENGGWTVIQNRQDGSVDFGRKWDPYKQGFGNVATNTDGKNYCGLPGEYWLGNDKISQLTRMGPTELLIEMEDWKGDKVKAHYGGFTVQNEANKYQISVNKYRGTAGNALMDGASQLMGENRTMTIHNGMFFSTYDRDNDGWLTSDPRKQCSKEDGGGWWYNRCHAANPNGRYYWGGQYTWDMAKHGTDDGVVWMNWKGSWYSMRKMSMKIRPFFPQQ
#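 Assay system: Human clot-derived fibrin DD(E) complex | Buffer or medium: Tris/NaCl/CaCl2 buffer, pH 7.8 | Repeats: One replicate per compound | Benchmarks: Aha-Tn7 high control | Measure: % inhibition scaled between sample-field median and high-control FP | Schedule: 10 min plus 3 h, room temperature | Signal: Fluorescence polarization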
# Tn6 DDE FP: inhibitors of Tn6 peptide binding to human fibrin DD(E) | AID 720509 | 370,000 tested, 0.21% active | Fibrin DD(E) TRITC-Tn6 fluorescence polarization displacement | inhibition, % at 8.3 µM;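 active = inhibition above a per-campaign cutoff: mean of compounds within control limits plus 3 SD, cut at about 15% in these data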;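 also: 0% = median of all compound wells on the plate and 100% = blocking peptide control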
# PLC-beta3 inh: PLC-beta3 (human) inhibition, primary screen; Q01970; 370,000 tested, 0.18% active; inhibition, % at 12.2 µM; Purified PLC-beta3, fluorogenic substrate, fluorescence; AID 720704; in the data active = inhibition above about 11%;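 also: 0% = median of compound wells on plate and 100% = full blocker control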
# SIAE inh: blocks human sialic acid acetylesterase; Q9HAT2; SIAE FP-Rh probe binding, fluorescence polarization; inhibition, % at 9.66 µM; 370,000 tested, 0.69% active; AID 1053197;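 active = inhibition above a cutoff: mean of compounds within the control limits plus 3 SD of those, cut at about 17% in these data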;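 also: 0% = plate median of compound wells and 100% = probe without SIAE protein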
# PLC-gamma1 inh: PLC-gamma1 (human) inhibition, primary screen. P19174. purified PLC-gamma1, fluorogenic substrate, fluorescence. inhibition, % at 12.2 µM. 370,000 tested, 0.84% active. AID 720700; in the data active = inhibition above about 9.5%
# ADAM17 inh: inhibits human ADAM17 | P78536 | recombinant ADAM17, EDANS/DABCYL FRET peptide cleavage | inhibition, % at 6.95 µM | 370,000 tested, 0.83% active;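 active = inhibition above the mean of compounds lying between control limits plus 3 SD, set per campaign, cut at about 8.5% in these data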;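 also: 0% = DMSO-only wells as the low control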
# ARFGAP1 inh: inhibitors of rat ARFGAP1. Arfgap1-stimulated ARF1 GTP hydrolysis, GDP FP detection. Q62848. inhibition, % at 16.5 µM. 360,000 tested, 0.26% active;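 active = inhibition above a per-plate limit, mean inhibition of low control wells plus 3 SD, cut at about 25% in these data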;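 also: 0% = DMSO wells with enzyme and 100% = wells lacking Arfgap1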
# Target sequence (Q62848 1-136 limits assumed): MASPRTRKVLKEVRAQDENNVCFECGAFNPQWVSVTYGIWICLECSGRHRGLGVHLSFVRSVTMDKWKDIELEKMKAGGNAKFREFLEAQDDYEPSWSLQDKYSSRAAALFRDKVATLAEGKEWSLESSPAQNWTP
#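 Assay system: purified rat His6-Arfgap1 residues 1-136 (GAP domain); Reagent: human Δ17 ARF1 bound to GTP; Dosing: 16.5 µM single point, 1.26% DMSO; Times: GTP hydrolysis reaction 2 h at 25 °C; Signal: FP, GDP Alexa 633 tracer displaced from anti-GDP antibody, 620/688 nm; Measure: % inhibition from polarization.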
# ADAM10 inh: inhibitors of human ADAM10. O14672. recombinant ADAM10, EDANS/DABCYL FRET peptide cleavage, 3 h. AID 720582. inhibition, % at 7 µM. 370,000 tested, 0.62% active;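 active = inhibition above a per-campaign cutoff equal to the mean of compounds falling between control-based bounds plus 3 SD, cut at about 20% in these data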;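 also: 0% = DMSO wells while the 100% control is not disclosed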
# ASAP1 GAP inh: blocks human ASAP1-stimulated Arf1 GTP hydrolysis. 360,000 tested, 0.19% active. inhibition, % at 16.5 µM. AID 624377. GDP FP detection; in the data active = inhibition above about 25%;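 also: 0% = vehicle with enzyme and substrate and 100% = no enzyme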
# Target sequence (Q9ULH1 325-724 limits assumed): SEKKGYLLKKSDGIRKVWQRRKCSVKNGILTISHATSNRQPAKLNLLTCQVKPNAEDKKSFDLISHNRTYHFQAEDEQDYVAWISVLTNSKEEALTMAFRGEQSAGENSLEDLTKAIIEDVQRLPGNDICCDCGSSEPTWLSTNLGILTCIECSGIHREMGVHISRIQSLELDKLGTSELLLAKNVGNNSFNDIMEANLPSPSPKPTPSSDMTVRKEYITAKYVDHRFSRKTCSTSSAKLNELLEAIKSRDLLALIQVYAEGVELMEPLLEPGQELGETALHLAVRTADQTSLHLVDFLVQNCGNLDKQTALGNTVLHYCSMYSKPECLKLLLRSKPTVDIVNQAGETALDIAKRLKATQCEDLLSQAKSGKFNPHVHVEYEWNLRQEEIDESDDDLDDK
# An asterisk follows results filed as active; i = inactive; nt = no result given.
SMILES,TDP2 absorb,Tn7 DDE FP,Tn6 DDE FP,PLC-beta3 inh,SIAE inh,PLC-gamma1 inh,ADAM17 inh,ARFGAP1 inh,ADAM10 inh,ASAP1 GAP inh
CC1(C)Oc2cc3oc(-c4cc(O)cc(O)c4)cc3cc2CC1O (stereo not drawn),10,-1,-5,-24,-20,-19,-175,-4,i,12
Cn1ncc2c(Nc3ccc(Cl)cc3)ncnc21,-2,-2,-3,-18,4,-10,2,5,3,7
Cc1ccc(/C=C2/SC(=S)N(CC(=O)Nc3ncc(Cc4ccc(C)cc4)s3)C2=O)cc1,-2,-2,-7,-3,5,-1,-7,-6,-7,8
CC(=O)OC(C)(CCC(C)(OC(C)=O)C(C)=O)C(C)=O (stereo not drawn),-6,-3,-3,5,6,4,0,5,3,-7
CCC(COC)NC(=O)CCc1nnc(Cc2c[nH]c3ccccc23)o1 (stereo not drawn),10,-1,5,-4,0,-2,-2,5,5,-17
CC1CCC(=NNC(=O)Cc2ccccc2)CC1 (stereo not drawn),-7,3,-3,5,4,2,1,-10,-2,-6
O=c1c2ccccc2nnn1CSc1nc2ccccc2c(=O)n1Cc1ccco1,3,3,-5,1,16,2,-7,-1,-2,-4
CCOc1ccc(N(C(=O)CNC(=O)c2ccco2)C(C(=O)NC2CCCC2)c2ccco2)cc1 (stereo not drawn),11,2,6,-2,-1,1,-2,-16,-6,-8
O=C(O)C12CC3CC(C1)CC(n1ncc(N4CCN(c5ccccc5)CC4)c(Cl)c1=O)(C3)C2,-13,-2,-1,5,2,4,2,6,1,16
CS(=O)(=O)N1CCC(C(=O)Nc2cccc(F)c2)CC1,-8,-5,0,-4,5,1,0,-9,5,-7
CC12CCC(C(=O)N(c3nccs3)C1=O)C2(C)C (stereo not drawn),7,-3,2,-4,3,2,0,8,-10,17
COC(=O)c1ccccc1Oc1ccc(NC(=O)c2ccco2)cc1,-2,-5,-8,-4,7,3,0,-10,-10,0
COc1ccc(/C=N/Nc2nc(-c3cccnc3)nc3ccccc23)cc1OC,19,5,-2,-339,-11,-251,-24,8,-54,12
CCCOc1ccc(NC(=O)c2cc3cc(C)ccc3[nH]2)cc1,-6,0,4,-11,4,-3,0,3,-7,1
COc1ccccc1NC(=O)CSc1nnc(CNC(=O)c2cccs2)o1,0,1,-10,-6,-1,-1,0,-11,6,-3
COc1ccccc1C(=O)NCC(=O)N1CCN(C/C=C/c2ccccc2)CC1,10,5,5,-9,2,1,-1,-4,-22,1
CC(=O)Nc1cccc(-c2ccnc3c2CC(C)(C(=O)NCCC(F)(F)F)O3)c1 (stereo not drawn),4,-5,7,4,-8,6,1,-1,1,3
Cc1cc(C)cc(NC(=S)N(CCCN2CCN(C)CC2)Cc2cccs2)c1,3,-3,-2,-4,3,-2,-6,-2,-3,1
Cc1cc(C)n2nc(CCCO)nc2n1,2,3,1,-5,-3,2,-5,5,-9,-9
O=C(NC1CCCc2ccccc21)c1ccccc1Cl (stereo not drawn),4,3,2,-1,1,0,0,13,-3,4
COc1cc(C=C2Cc3ccccc3C2=O)cc(OC)c1OC,-4,-1,0,-253,-5,-188,1,22,-13,4
CN(C(=O)COC(=O)c1ccccc1C(=O)N(C)c1ccccc1)c1ccccc1,-6,-1,-5,-4,-5,3,-1,-4,-5,15
Cn1ncc2c(NCc3cccc(C(F)(F)F)c3)c(C(=O)O)cnc21,-10,3,2,2,-3,-1,1,-1,-5,11
Cc1cccc(Nc2ncnc(N)c2[N+](=O)[O-])n1,-6,0,2,-2,5,5,-1,4,0,2
CCC(=O)Nc1cc(-c2nnc(OC)c3ccccc23)ccc1N1CCOCC1,7,-7,-4,-10,-5,-8,-3,-2,-4,15
# (cont.)
SMILES,TDP2 absorb,Tn7 DDE FP,Tn6 DDE FP,PLC-beta3 inh,SIAE inh,PLC-gamma1 inh,ADAM17 inh,ARFGAP1 inh,ADAM10 inh,ASAP1 GAP inh
CCOc1ccc(C(=O)c2nc3c(n2O)CCCC3)cc1,-10,-8,3,3,-4,4,9.8*,-3,1,0
O=C(Cn1cnc2ccccc21)Nc1cc(C(F)(F)F)ccc1N1CCOCC1,0,-3,-10,1,8,1,1,5,6,10
CC(C)OCCCNC(=O)CNC(=O)c1cccs1,4,-1,-8,2,-1,1,0,7,0,-3
CCOc1cc(C(=O)NCc2ccc(-c3nc4ccccc4o3)cc2)cc(OCC)c1OCC,-3,-8,3,-1,-3,1,0,-8,-9,-11
O=C(O)C1CCC(CN(Cc2cccc(Br)c2)C(=S)Nc2ccccc2F)CC1 (stereo not drawn),7,-4,-2,0,0,0,0,-8,-2,12
COc1ccc(Cc2nnc(NC(=O)c3ccccc3[N+](=O)[O-])s2)cc1,0,5,-5,3,0,-1,-1,9,11,-5
CCOC(=O)c1ccc(OS(=O)(=O)c2ccccc2)c(OC)c1,2,2,-10,1,1,-4,-3,7,0,5
CON(C)C(=O)CC1(CN(Cc2ccccc2)C(=O)OC(C)(C)C)CCCCC1,-5,1,1,4,2,3,4,15,11,8
O=C(/C=C1\OCc2cc(OCc3ccccc3)ccc21)OCc1ccccc1,-1,3,-2,-2,0,1,-6,16,-15,15
COC(=O)C1=C(C)NC(C)=C(C(=O)O[C@@H]2CCCN(Cc3ccccc3)C2)[C@@H]1c1cccc([N+](=O)[O-])c1,-5,1,-9,-2,-1,2,4,18,9,16
O=C(NCc1ccc2c(c1)OCO2)C(=O)NCC1CCCO1 (stereo not drawn),-8,4,-1,9,-2,9,1,7,9,-6
NCCCC[C@H]1CN=C(N)N1CC1CCCCC1,-4,4,0,0,3,1,0,3,-4,-9
COc1cc(C(=O)NCCc2ncccc2C)ccc1OC1CCN(C(C)=O)CC1,-13,-3,1,-3,0,1,1,0,-7,-7
CCCNC(=O)NC(C(=O)OC)C12CC3CC(CC(C3)C1)C2 (stereo not drawn),0,-1,6,6,2,11*,1,0,4,-17
CCOC(=O)c1c(-c2ccc(C)cc2)csc1NC(=O)c1cccc(N2C(=O)CCC2=O)c1,4,8,-6,0,2,0,-2,-16,-4,-13
CCN(CC(=O)Nc1cc(S(=O)(=O)N2CCOCC2)ccc1C)Cc1ccccc1,-8,-4,-1,-7,0,-2,-2,5,-2,17
O=C(CCSc1ccccc1)N1CCOCC1,3,-6,-5,4,3,0,-3,-6,6,5
CCc1nc2c(OCc3ccc(OC)cc3)cccn2c1N(C)C(=O)c1ccc(OC)cc1,-10,-6,2,-9,1,-1,-3,-1,-17,2
COc1c(F)c(F)c(C(=O)O)c(Nc2ccc(C)cc2C)c1F,0,7,-2,-5,-3,-2,-5,-12,4,7
Cc1ccc(S(=O)(=O)N2CCCCC2)cc1NC(=O)CNc1ccc(C(F)(F)F)cc1,-10,-6,-6,0,-10,4,9.4*,-6,17,-1
Nc1nc(SCC(=O)C23CC4CC(CC(C4)C2)C3)n[nH]1,1,0,-7,2,7,2,0,1,4,8
CC1CCCCC1NC(=O)CCN1C(=O)C2C3C=CC(C3)C2C1=O (stereo not drawn),-2,1,-1,-7,-7,-3,-1,-5,-1,2
Cc1cccc(-c2nnc(SCC(=O)N3c4ccccc4CCc4ccccc43)n2C)c1,11,1,-2,3,9,2,2,2,3,-15
CCCCOc1ccc(C(=O)NCC(=O)N2CC(C)CC(C)C2)cc1 (stereo not drawn),-14,0,-4,-7,-1,2,0,-4,-20,-5
COc1ccc(-c2cc(C(=O)N/N=C/C(C)=C\c3ccco3)[nH]n2)cc1,-5,-6,-7,-18,-15,-9,-1,nt,-10,nt
# (list continues)
SMILES,TDP2 absorb,Tn7 DDE FP,Tn6 DDE FP,PLC-beta3 inh,SIAE inh,PLC-gamma1 inh,ADAM17 inh,ARFGAP1 inh,ADAM10 inh,ASAP1 GAP inh
Cc1ccc(S(=O)(=O)NCc2ccc(C(=O)N3CCc4ccccc4C3)cc2)cc1,2,1,-2,-4,7,-1,1,3,-2,11
O=C(COc1ccccc1[N+](=O)[O-])Nc1cccc(Cl)c1N1CCOCC1,-5,-2,4,-7,5,0,0,3,6,10
Cn1c(/C=C/c2ccccc2)nc2ccccc2c1=O,11,-1,-2,-9,-6,-4,-7,9,3,1
Cc1cc2c(cc1C)NC(CC(=O)NCc1ccccc1)C(=O)N2 (stereo not drawn),12,-1,-1,-171,-4,-115,-105,7,-323,14
CN(C)c1ccc(C2Nc3ccccc3C(=O)N2NS(=O)(=O)c2ccccc2)cc1 (stereo not drawn),3,12,3,-115,7,-103,-50,-3,-125,-6
Cc1ccccc1S(=O)(=O)N1CC(C(=O)O)=CC[C@H]1c1ccc(Cl)cc1,9,5,6,-5,0,1,-3,-9,-9,3
COc1ccc(NC(=O)CN(C)C(=O)C2=NN(c3ccccc3)C(=O)CC2)cc1,-1,-3,-1,-8,5,0,-3,-13,-20,-4
Cc1cccc(C(=O)Nc2sc(C(=O)N3CCCC3)c(C)c2C#N)c1,1,-2,10,-4,-3,-5,1,8,15,11
Cc1ccc(NC(=O)CSc2nnc(Cc3ccccc3)o2)cc1,-3,2,13,-1,1,-1,-3,3,-3,4
CN1CCN(CCCNC(=O)c2ccc(CS(=O)(=O)c3ccc(Br)cc3)o2)CC1,8,1,6,-1,-6,1,-2,-4,-21,0
COc1ccc(Cn2c(=O)sc3ccccc3c2=O)cc1,-6,7,4,-2,-5,0,0,4,8,9
COc1ccccc1-n1c([S-])c(C(=O)Nc2ccccc2C(F)(F)F)[n+]2ccc(C(=O)NCCO)cc12,-1,-12,-3,-183,-6,-170,0,4,-10,12
CC(=O)c1cccc(NC(=O)C2Cc3c(-c4ccccc4Oc4ccccc4)ccnc3O2)c1 (stereo not drawn),-5,2,-8,-4,-13,1,7,-1,0,9
Cc1ccc(-c2cc(-c3ccccc3)nc(N/N=C/c3cccnc3)n2)cc1,-3,-6,-8,-46,-37,-39,-12,21,-35,12
Nc1nc(Nc2cccc(Cl)c2)nc(NCc2ccco2)c1[N+](=O)[O-],3,-6,-9,-5,-9,2,2,-4,2,-4
Cc1[nH]c2ccccc2c1C(=O)CN1CCN(C/C=C/c2ccccc2)CC1,2,-5,4,0,2,2,3,13,11,4
